HCV core inhibition – inhibitors of HCV core protein dimerization, confirmation, biochemical, TR-FRET, triplicate (AID 2152); TR-FRET GST-/Flag-core106 dimerization, HTRF; hits give high values; hit rate 1% among 2,300; inhibition, % at 5 µM;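 active = mean inhibition over three replicate wells above the hit threshold derived in the earlier primary screen, cut at about 45% in these data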;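 note: 0% = DMSO wells and 100% = unlabelled core106 competitor control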
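Material: GST- and Flag-tagged HCV core106 peptides, dimerization via antibody TR-FRET. Medium: HEPES/KF buffer, pH 7.45. Doses: one 5 µM dose, 0.5% DMSO. Times: 4 h incubation, 22.5 °C. Detection: TR-FRET, excitation 340 nm, emission 671 and 617 nm. Measure: percent inhibition from emission ratio. Controls: unlabelled core106 and DMSO wells.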
Numbers without * were called inactive. An excerpt; the hit share may differ from the screen's.

SMILES	HCV core inhibition
O=c1[nH]c(=S)[nH]c(O)c1N=Nc1ccc(S(=O)(=O)N2CCc3ccccc32)cc1	-5
Cc1ccccc1N1C(=O)/C(=C/c2ccco2)C(=O)NC1=S	66*
COc1ccc(C2C(C#N)=C(N)Oc3c2c(=O)oc2ccccc32)cc1Cn1cc([N+](=O)[O-])cn1 (centres undefined)	-3
O=C1NC(=O)[C@]2(Cc3ccccc3N3CCN(c4ccccc4)CC32)C(=O)N1Cc1ccccc1 (some centres undefined)	12

Not a retest: an excerpt of the list.
SMILES	HCV core inhibition
O=c1[nH]c(=S)[nH]c(O)c1N=Nc1ccc(S(=O)(=O)N2CCc3ccccc32)cc1	-5
Cc1ccccc1N1C(=O)/C(=C/c2ccco2)C(=O)NC1=S	66*

Compound activity from PubChem.
